Source: PubChem
H9c2 TAG inh: reduces triacylglycerol accumulation in H9c2 cells | inhibition, % at 12.5 µM | Nile Red lipid (TAG) fluorescence; cells loaded with 200 µM oleic acid | AID 651582 | hit rate 0.66% among 230,000;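 active means pattern-corrected inhibition of lipid staining of at least 50% with the nuclear-stain viability signal not falling by more than 50%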;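 further: 0% = DMSO wells and 100% = triacsin C control wells; some results filed as inactive read as strong as hits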
H9c2 TAG inh DAPI viability: further read-out of H9c2 TAG inh, marked with its call; DAPI nuclei signal change (viability), lower = more cytotoxic, %;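 whole-well DAPI fluorescence read on a plate reader as a viability signal; minus 50 percent equals half of cells still viable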
* hit, by the source's call.

SMILES | H9c2 TAG inh | H9c2 TAG inh DAPI viability
CCN(CC)C(=O)C(C)N(C#N)c1nc(Cl)nc(N(C)C)n1 (stereo not given) | 4 | 6
CC(C)(C)NC(=O)CSc1nc(-c2ccccc2)cc(=O)[nH]1 | -8 | 4
FC(F)(F)c1cccc(Cc2noc(CN3CCC(c4ccncc4)CC3)n2)c1 | -28 | 1
c1cncc(Oc2cccc(Oc3cccnc3)c2)c1 | 0 | -3
CCc1nc(NCCO)c(C#N)c2c1CCCC2 | 14 | -13
CCN1/C(=C/C(C)=C/c2sc3ccccc3[n+]2CC)Sc2ccccc21 | 104 | -81
COc1cc(NC(=O)Cc2ccccc2)ccc1NC(=O)c1ccco1 | 3 | 4
Nc1cc(N)nc(SCC(=O)Nc2cccc(S(=O)(=O)N3CCCCC3)c2)n1 | 17 | -5
Cc1ccc(NC(=O)c2ncn(CCCN(CCCn3cnc(C(=O)Nc4ccc(C)c(C)c4)n3)Cc3ccc4[nH]ccc4c3)n2)cc1C | 31 | 2
Nc1nnc(Cc2ccc(Cl)cc2)s1 | 1 | -4
O=C(NN=Cc1ccccc1OC(F)F)c1cccc(S(=O)(=O)N2CCCC2)c1 | -4 | -6
O=C(NCc1ccco1)c1ccc(C(=O)NCc2ccco2)s1 | -7 | 0
N=c1c(S(=O)(=O)c2ccccc2)cc2c(=O)n3ccccc3nc2n1CC1CCCO1 (stereo not given) | 20 | 43
CCn1c(SCC(=O)NC(=O)NC(C)(C)C)nc2ccccc21 | -2 | -10
Cc1ccc(C(c2sc3nc(C)nn3c2O)N2CC(C)OC(C)C2)cc1 (stereo not given) | 14 | -6
O=C(Nc1nnc(C2=COCCO2)o1)C1CCCCC1 | -3 | -6
COc1ccc(CCNC(=O)COC(=O)c2cncc(Br)c2)cc1OC | -26 | -2
O=C(c1ccc(Cl)c(S(=O)(=O)N2CCCC2)c1)N1CCN(c2ccccc2F)CC1 | 4 | 5
CC(C)(C)OC(=O)N1CCC[C@H]1C(=O)N/N=C/c1ccc2ncccc2c1 | 0 | -9
CCc1nc(SCC(=O)Nc2c(C)n(C)n(-c3ccccc3)c2=O)n[nH]1 | -3 | -5
O=C(CSc1nnc(-c2ccncc2)o1)c1ccc2c(c1)OCCO2 | 6 | 4
Cc1ccsc1C(=O)OCC(=O)NC1CCS(=O)(=O)C1 (stereo not given) | -3 | -7
O=C(c1cc(-c2ccccn2)nc2c(Cl)cccc12)N1CCN(C(=O)C2CCCO2)CC1 (stereo not given) | -4 | -2
Cc1oc(-c2cccs2)nc1CS(=O)CC(=O)NC1CCCCCC1 (stereo not given) | -3 | -3
O=C(O)CN1CCCCCC1=O | 11 | -4
CCN(CC(=O)NCc1ccc(Cl)cc1)C(=O)COc1cccc(Cl)c1 | -35 | -1
C/C(=N\NC(=O)c1c[nH]c2ccccc12)c1ccc(C)s1 | -8 | -3
COc1ccc(N2CCN(S(C)(=O)=O)CC2)cc1 | 6 | -7
O=C(c1cc(Br)ccc1Cl)N1CCN(c2ccccn2)CC1 | 11 | 2
O=C(CSc1ccc(S(=O)(=O)N2CCOCC2)cn1)Nc1ccc(F)c(F)c1 | -7 | -8
COC(=O)CCC/C=C1\SC[C@@H](NC(=O)c2ccccc2)C1NC(C)=O (stereo not given in full) | -3 | -4
O=C(N/N=C/c1cc([N+](=O)[O-])ccc1Cl)c1cnccn1 | 33 | -35
Cc1snc(SCC(=O)c2ccc([N+](=O)[O-])cc2)c1C#N | 3 | 9
Cc1ncccc1C(=O)N1CCCC(CNC(=O)C2(c3ccc(Cl)cc3)CC2)C1 (stereo not given) | 1 | 1
CCCNc1nc(Cl)nc(NC(C)(C)C)n1 | 10 | -1
CC(=O)NCC(=O)OCN1C(=O)c2ccccc2C1=O | -23 | 3

Complete entries, quoted from the list.
O=C(c1cc(Br)ccc1Cl)N1CCN(c2ccccn2)CC1 as listed: H9c2 TAG inh: 11; H9c2 TAG inh DAPI viability: 2
O=C(CSc1ccc(S(=O)(=O)N2CCOCC2)cn1)Nc1ccc(F)c(F)c1 as listed: H9c2 TAG inh: -7; H9c2 TAG inh DAPI viability: -8
Cc1ncccc1C(=O)N1CCCC(CNC(=O)C2(c3ccc(Cl)cc3)CC2)C1 (stereo not given) as listed: H9c2 TAG inh: 1; H9c2 TAG inh DAPI viability: 1

Back to the main list; the two compounds before the break are reprinted first.
SMILES | H9c2 TAG inh | H9c2 TAG inh DAPI viability
CCCNc1nc(Cl)nc(NC(C)(C)C)n1 | 10 | -1
CC(=O)NCC(=O)OCN1C(=O)c2ccccc2C1=O | -23 | 3
CCOC(=O)c1c(-c2ccccc2)oc2ccc(OCC(=O)O)cc12 | -9 | 8
Cc1ccc(CN(C)C(=O)c2ccc(S(=O)(=O)N3CCCCCC3)cc2)o1 | -5 | -1
Cc1c(NC(=O)C2CCN(S(=O)(=O)c3cccs3)CC2)c(=O)n(-c2ccccc2)n1C | 3 | 2
CCOc1ccc(N=Cc2ccc(N(C)C)cc2)c(O)c1 | -6 | 1
CCN(CC(=O)Nc1c(F)cccc1F)C(=O)c1cccc(-n2cccc2)c1 | 3 | 1
CN(Cc1ccon1)C(=O)CC1C(=O)NCCN1Cc1ccc(Cl)c(F)c1 (stereo not given) | 11 | -5
Cc1cccc(OCCn2c(=O)n(C)c3ccccc32)c1 | -11 | -10
COc1ccc(N2CCN(C(=O)c3cccnc3SCc3cccc(Br)c3)CC2)cc1 | -13 | 0
COCCN(Cc1ccccc1)C(=O)c1cccc(S(=O)(=O)N2CCCc3ccccc32)c1 | 1 | -4
CN(Cc1ccc(Cl)s1)C(=O)CNC(=O)CNC(=O)c1ccc(Cl)cc1Cl | -14 | -4
COCCCN1C(=O)C(CC(=O)NCC2CCCCC2)CC(C(=O)N2CCOCC2)=C1C (stereo not given) | 19 | -19
COC(=O)c1nn(-c2ccc(OC)cc2)c(=O)cc1Oc1cccc(Cl)c1 | 9 | -6

Of the compounds above, 4 have a tert-butyl group.
SMILES | H9c2 TAG inh | H9c2 TAG inh DAPI viability
CC(C)(C)NC(=O)CSc1nc(-c2ccccc2)cc(=O)[nH]1 | -8 | 4
CCn1c(SCC(=O)NC(=O)NC(C)(C)C)nc2ccccc21 | -2 | -10
CC(C)(C)OC(=O)N1CCC[C@H]1C(=O)N/N=C/c1ccc2ncccc2c1 | 0 | -9
CCCNc1nc(Cl)nc(NC(C)(C)C)n1 | 10 | -1

Next part:
SMILES | H9c2 TAG inh | H9c2 TAG inh DAPI viability
CCOC(=O)C1(CC2CCCCO2)CCN(C(=O)Nc2ccccc2SC)CC1 (stereo not given) | 10 | -13
O=C1c2cc(N3CCCC3)c([N+](=O)[O-])cc2C(=O)N1c1ccccc1 | -10 | 11
Cc1cc(C([O-])=C(C(=S)Nc2ccc(F)cc2)[n+]2ccccc2)c(C)n1-c1ccc(F)cc1 | -6 | 8
Cc1ccc(-c2cnc3c(c2)C(=O)N([C@H](C)CO)C[C@@H](C)[C@@H](CN(C)C(=O)Cc2ccccc2)O3)cc1 | 4 | -4
O=C1C2C3C=CC(CC3)C2S(=O)(=O)C2C3C=CC(CC3)C12 (stereo not given) | -3 | 7
O=C(O)c1cc(-c2cccc([N+](=O)[O-])c2)n[nH]1 | -3 | 8
O=C(COc1cccc2ccccc12)N/N=C/C=C/c1ccccc1 | -5 | 17
CCOC(=O)NCC(C)(C)CNC(=O)OCC | -12 | 6
CCCn1c(SCC(=O)Nc2nnc(CC)s2)nnc1-c1ccco1 | -7 | 5
Cc1ccc(OCCn2c(=O)sc3ccccc32)cc1 | -9 | -2
CCCCNc1nc2c(-c3ccccc3)nnn2c2ccccc12 | 14 | 32
Cc1nn(-c2ccccc2)c(C)c1C(=O)OCC(=O)N(C)c1c(N)n(Cc2ccccc2)c(=O)[nH]c1=O | 7 | 9
O=C(NNC(=O)c1cc(-c2ccccc2)nc2ccccc12)Nc1cccc(Cl)c1 | 17 | -5
COc1cc(NC(=O)c2ccc(Cl)cc2)c(OC)cc1NC(=O)CN1CCOCC1 | -61 | -1
COc1ccc(OC)c(-c2csc(NC(=O)CSc3ccc(Br)cc3)n2)c1 | 15 | -4
CNc1nc(C)nc(-c2ccccc2O)n1 | 14 | 4
COc1cc(-c2c(C#N)c(N)nc3c2c(C)nn3-c2ccc(C)c(C)c2)cc(OC)c1OC | -5 | -1
COc1ccc2c(c1)CC(C)C/C2=N\NC(=O)c1ccco1 (stereo not given) | 20 | -2
N#Cc1ccc(C23CC4(C2)[C@H](CN(Cc2cccnc2)[C@@H]4c2ccccc2)C3c2ccccc2)cc1 (stereo not given in full) | 25 | 3
CSc1nnc(NC(=O)c2cc(=O)c3cc(C)cc(C)c3o2)s1 | 11 | 2
CC(=O)OC(C(=O)N1CCN(c2ccc(F)cc2)CC1)c1ccccc1 (stereo not given) | -7 | 9
COc1ccccc1C1C2=C(CC(C)(C)CC2=O)Nc2nnnn21 (stereo not given) | 11 | 8
Cc1ccc(N2CCN(C(=O)NC3CCCCC3)CC2C)cc1 (stereo not given) | 2 | 2
CCCc1cc(=O)[nH]c(SCC(=O)Nc2cccc(S(=O)(=O)N3CCCCC3)c2)n1 | 1 | -10
CCN(CC)c1nc(N)nc(N(c2ccccc2)c2ccccc2)n1 | -3 | 2
COc1ccc(NC(=O)C2Cc3c(-c4ccco4)ccnc3O2)cc1OC (stereo not given) | -8 | 6
O=C(C1CCCCC1)N1CCN(c2nc(-c3ccc(F)cc3)cs2)CC1 | -2 | -8
CN(C)S(=O)(=O)c1ccc(N2CCCC2)c(C(=O)NCc2cccc(C(F)(F)F)c2)c1 | 14 | -9
CCN(CC)c1ccc(NC(=O)CCCCC(=O)Nc2ccc(N(CC)CC)cc2)cc1 | 16 | 4
CCC(C(=O)Nc1ccc(C(=O)Nc2ccccc2C(=O)O)cc1)c1ccccc1 (stereo not given) | 4 | 10
O=C(Nc1ccc2c(c1)CCC2)c1cnn2c1NC(c1ccco1)CC2C(F)(F)F (stereo not given) | 14 | 4
CC1CC(=Cc2ccc(N)cc2)C(=O)O1 (stereo not given) | 16 | -3
O=c1c2ccccc2nnn1CSc1nnc(-c2cccc(S(=O)(=O)N3CCCCC3)c2)o1 | -10 | -4
CCN1C(=O)C(CC(=O)Nc2ccc(OC)cc2)N(CCCN2CCN(c3ccc(OC)cc3)CC2)C1=S (stereo not given) | 2 | 17
O=C(N[C@H](Cc1ccc(Cl)cc1)C(=O)O)OCC1c2ccccc2-c2ccccc21 | -16 | 0
CCOC(=O)c1[nH]cnc1C(=O)Nc1ccccc1OC | 13 | 5
COc1ccc(CN2CCN(C(=O)c3ccc(-c4ccccc4)cc3)CC2)c(OC)c1OC | -7 | 17
O=C(CCCC(=O)N1CCN(c2ccccc2F)CC1)c1ccccc1 | -18 | -5
Cc1cc(C)n(-c2ccc(Cl)c(C(=O)O)n2)n1 | -1 | 8
CN(C)S(=O)(=O)c1ccc(Cl)c(NC(=O)COC(=O)CCC2CCCCC2)c1 | -4 | 8
O=C(CN1CCN(c2ccccc2)CC1)Nc1scc2c1c(=O)oc1ccccc12 | -2 | 1
N#CCCn1nc(Cc2cccc3ccccc23)c(C#N)c1N | 6 | 1
COc1ccc(NC(=O)CN(C)C(=O)C2CCCO2)cc1 (stereo not given) | 2 | 2
O=c1cc(-c2nn[nH]n2)[nH]c(=O)[nH]1 | -1 | -3
COC(=O)C1=C(C(=O)OC)[C@@H]2N(C)c3ccccc3[C@@]23C[C@@H](CO)N(C(=O)C2CCC2)C3=N1 | 12 | 1
CN(C)Cc1cc(C(C)(C)C)c(O)c(C(C)(C)C)c1 | -11 | -10
O=C(Nc1cccnc1)c1cc(-c2ccccc2)on1 | 10 | -3
O=C(CCNS(=O)(=O)c1ccccc1)N1CCOCC1 | -10 | 4

Random excerpt: 2 compounds from above, in no set order.
SMILES | H9c2 TAG inh | H9c2 TAG inh DAPI viability
COc1cc(-c2c(C#N)c(N)nc3c2c(C)nn3-c2ccc(C)c(C)c2)cc(OC)c1OC | -5 | -1
Cc1ccsc1C(=O)OCC(=O)NC1CCS(=O)(=O)C1 (stereo not given) | -3 | -7

Following part.
SMILES | H9c2 TAG inh | H9c2 TAG inh DAPI viability
CCOc1cc(/C=N/Nc2nc(=O)[nH]nc2C)ccc1O | 6 | 4
C=CCOc1ccc(/C=C2\N=C(C)OC2=O)cc1OC | -13 | 3
Cn1c(=O)c2c(nc(SCC(=O)NCc3ccc4c(c3)OCO4)n2Cc2ccc(F)cc2)n(C)c1=O | -5 | 6
CCOc1cccc2c1OC1(C)CC2NC(=O)N1c1cccc(Cl)c1 (stereo not given) | 29 | -1
C[C@@H]1CN([C@H](C)CO)C(=O)c2cc(NC(=O)c3ccncc3)ccc2O[C@@H]1CN(C)C(=O)Nc1ccccc1 | -1 | 0
COc1ccccc1CNC(=O)CN(c1cccc([N+](=O)[O-])c1)S(C)(=O)=O | 3 | -2
CCc1ccccc1NC(=O)CNC(=O)c1ccc(-n2cncn2)c([N+](=O)[O-])c1 | 27 | -9
CC(=O)c1ccc(OCCCC(=O)N2CCN(S(=O)(=O)c3ccc(C(C)C)cc3)CC2)cc1 | 1 | 3
COc1cccc(N2CCN(CC(=O)NC3=Nc4ccccc4N=C(C)C3c3ccccc3)CC2)c1 (stereo not given) | -10 | -1
Cc1nn(Cc2ccc(F)cc2)c(Cl)c1/C=N/NC(=O)c1ccccc1 | -12 | -8
CCn1c(=N)n(CC(O)COc2cccc(C)c2)c2ccccc21 (stereo not given) | 22 | 2
O=C(O)CCCNc1c(C(=O)Nc2ccc(Cl)cc2)cc([N+](=O)[O-])cc1[N+](=O)[O-] | 16 | -9
N#Cc1c(N)c(C(=O)c2ccc(Cl)cc2)n2c1CCC2 | -10 | 12
Cc1ccc(C)c(C(=O)O/N=C(\N)c2ccc(Br)cc2)c1 | -89 | -12
CCCCCN(C(=O)CCC(=O)OCC(=O)NCCc1ccccc1)c1c(N)n(CCCC)c(=O)[nH]c1=O | 15 | -7
CCOc1cc(/C=C2\NC(=O)NC2=O)cc([N+](=O)[O-])c1O | 4 | -1
CCc1ccc(-c2nnn(Cc3nn[nH]n3)n2)cc1 | -1 | 0

Not all compounds are listed (hit frequency here may not be typical).
